SENP8 inh – inhibitors of human SENP8 protease; Q96LD8; purified SENP8, Z-RLRGG-aminoluciferin cleavage, luminescence; inhibition, % at 10 µM; hit rate 1.2% among 330,000; AID 2540
Target sequence (Q96LD8 whole entry, looked up): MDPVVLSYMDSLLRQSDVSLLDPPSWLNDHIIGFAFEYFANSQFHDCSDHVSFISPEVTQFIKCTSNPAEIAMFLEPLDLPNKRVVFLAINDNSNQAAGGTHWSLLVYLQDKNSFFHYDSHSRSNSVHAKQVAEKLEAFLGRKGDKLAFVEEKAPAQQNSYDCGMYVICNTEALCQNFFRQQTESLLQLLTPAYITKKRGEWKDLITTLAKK
Jurkat NFkB inh – lowers PMA/ionomycin-induced NF-kB signal in Jurkat cells; hit rate 0.53% among 330,000; inhibition, % at 4 µM; PMA/ionomycin-induced NF-kB luciferase reporter, luminescence
697 NFkB inh – lowers PMA/ionomycin-induced NF-kB signal in 697 B cells. hit rate 0.33% among 330,000. inhibition, % at 4 µM. AID 435022. 697 B-cell NF-kB luciferase reporter, 16 h; in the data active = inhibition above about 35%
UBC13 polyUb – inhibitors of human UBC13 polyubiquitin chain formation; P61088; TR-FRET; inhibition, % at 20 µM; hit rate 0.47% among 330,000; in the data active = inhibition above about 45%, passing the limit was not always enough
Target sequence (P61088 whole entry, looked up): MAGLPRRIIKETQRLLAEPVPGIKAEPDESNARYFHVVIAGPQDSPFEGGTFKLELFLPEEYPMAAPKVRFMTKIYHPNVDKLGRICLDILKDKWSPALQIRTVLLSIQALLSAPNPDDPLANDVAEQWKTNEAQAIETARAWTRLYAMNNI
HKDC1 inhibitor – inhibitors of human hexokinase HKDC1; recombinant HKDC1, G6PDH/diaphorase resazurin coupled fluorescence; inhibition, % at 20 µM; hit rate 0.16% among 340,000; AID 493160; Q2TB90;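 active = inhibition above about 35% when tested at 20 µM, limit read from the data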;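 note: plate controls were DMSO wells with enzyme for no effect and DMSO wells lacking enzyme for full effect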
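Assay system – recombinant HKDC1 (HK5) hexokinase enzyme, produced in-house · Input – HKDC1 at 5 µg/mL · Reagent – glucose plus 1 mM ATP as hexokinase substrates · Timing – 90 min reaction incubation at room temperature, dark · Measured by – G6PDH/diaphorase-coupled fluorescence, 1 mM NADP, 100 µM resazurin, 525/613 nm · Benchmarks – DMSO-enzyme wells negative, buffer-substituted wells positive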
SENP7 block – SENP7 protease inhibition. Q9BQF6. recombinant SENP7, Z-RLRGG-aminoluciferin luminescence, 40 min. inhibition, % at 5 µM. hit rate 1.5% among 330,000. AID 434973;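 active = inhibition above about 50% at the single test dose, limit read from the data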;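 note: plate controls were DMSO with enzyme for no effect and no enzyme buffer wells for full effect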
Target sequence (Q9BQF6 706-1050 limits assumed): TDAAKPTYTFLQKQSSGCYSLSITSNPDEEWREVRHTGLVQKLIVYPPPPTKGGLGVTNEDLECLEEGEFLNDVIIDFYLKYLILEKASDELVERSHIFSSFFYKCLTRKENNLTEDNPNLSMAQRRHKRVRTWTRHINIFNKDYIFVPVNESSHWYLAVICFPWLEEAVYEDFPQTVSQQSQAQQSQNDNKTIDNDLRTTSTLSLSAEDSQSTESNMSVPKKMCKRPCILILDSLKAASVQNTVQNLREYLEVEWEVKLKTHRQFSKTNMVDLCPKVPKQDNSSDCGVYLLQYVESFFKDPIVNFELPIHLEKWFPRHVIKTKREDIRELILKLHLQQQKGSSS
Gli-Sufu block – antagonists of Gli-Sufu signaling; hit rate 0.74% among 340,000; Sufu-KO-LIGHT fibroblasts, Gli luciferase reporter luminescence; inhibition, % at 5 µM;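 active = inhibition above about 55%, limit read from the data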;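 note: 0% = DMSO-treated cells and 100% = wells with medium but no cells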
Apaf1 inhib – inhibitors of human Apaf-1 apoptosome; inhibition, % at 20 µM; O14727; hit rate 0.71% among 330,000; reconstituted apoptosome caspase-3 activity, DEVD-Rh110 fluorescence; active = inhibition of at least 40% at 20 µM;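 note: plate controls were DMSO wells for no effect and DEVD-CHO caspase inhibitor wells for full effect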
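Material: biochemical Apaf-1 apoptosome reconstitution. Medium: Hepes buffer, pH 7.5. Also added: cytochrome c activation, bis-DEVD rhodamine 110 substrate. Timing: 30 min compound preincubation, 50 min activation, room temperature. Measured by: rhodamine 110 fluorescence at Ex 480/Em 540 nm.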
An asterisk follows results filed as active; · = not tested or not shown; & = joins results of further samples; ! = not confirmed by another sample. Cut-off read from the data, not from the text of the source, unless noted: active = inhibition above about 50%; inactive = the rest.

compound	SENP8 inh	Jurkat NFkB inh	697 NFkB inh	UBC13 polyUb	HKDC1 inhibitor	SENP7 block	Gli-Sufu block	Apaf1 inhib
COc1cccc(OC)c1C(=O)Nc1ccnn1C	-9	-8	-5	-2	-1	-7	2	-4
Cc1ccc2c(NC(=S)NC(=O)c3ccccc3)cccc2n1	-2	-5	5	-16	5	21	-15	3
COc1ccc(C(=O)NN2C(=S)N(c3ccc(OC)cc3)C(=O)C2CC(N)=O)cc1 (configuration not stated)	-15	-8	8	-8	-2	12	0	-5
Cc1ccc(-c2nn(CC(=O)NC(C)c3ccccc3)c(=O)c3ccccc23)cc1 (configuration not stated)	-1	14	-1	5	3	-2	12	17
COc1ccc2c(c1)CCC(C)N2S(=O)(=O)c1ccc(C2CNC(=O)C2)cc1 (configuration not stated)	-8	12	6	-3	0	9	7	-19
O=c1c2ccccc2nc(-c2ccco2)n1CCCn1ccnc1	-3	3	-5	6	-10	1	3	-17
Cc1c(Cl)cccc1NC(=O)NCCCN1CCCC1=O	-4	12	4	8	-6	-3	-3	-8
COc1ccc(N2CCN(C(=O)COC(=O)CCOc3ccc(C(C)(C)C)cc3)CC2)cc1	-5	-11	-14	-6	-3	2	-1	3
CCOc1[nH]n(-c2ccc(Cl)cc2)c(=O)c1C=NCc1cccnc1	-16	-7	-7	-2	5	-5	18	5
CCOCCCNC(=O)c1ccc2c(c1)ncn2-c1ccccc1OC	0	9	20	2	-2	6	61*	-3
COc1ccccc1CNC(=O)/C=C/c1ccc(S(=O)(=O)N2CCOCC2)cc1	-11	12	5	-11	14	-5	4	6
COc1ccc(OC)c2sc(NC(=O)C3COc4ccccc4O3)nc12 (configuration not stated)	-15	2	27	10	5	-5	2	15
O=[N+]([O-])c1ccc(N2CCN(c3nc(-c4ccc(Cl)cc4)cs3)CC2)cc1	-7	8	-9	-6	-2	6	16	-1
N#Cc1ccc(C23CC4(C2)[C@H](CN(CC2CCCCC2)[C@@H]4c2ccccc2)C3c2ccc(C(F)(F)F)cc2)cc1 (some centres not stated)	-3	9	16	4	·	-4	·	42*
NS(=O)(=O)c1ccc(CCNC(=O)Cc2ccccc2[N+](=O)[O-])cc1	0	-11	-1	-9	-11	-8	-6	4
COc1cc2c(C#N)c(N3CCCC3)nc(N)c2c(N)n1	88*	10&-13	27&8	-27&8	26&10	73*!	-5&-18	84*
CCOc1ccccc1NC(=O)COC(=O)Cc1ccsc1	-12	4	12	8	-6	-9	-12	1
CC(C)CC(c1nnnn1Cc1ccco1)N1CCN(c2cccc(Cl)c2)CC1 (configuration not stated)	5	12	13	-6	0	1	21	22
COc1ccccc1C1=NOC(COC(=O)c2ccc3ccccc3n2)C1 (configuration not stated)	2	-10	6	5	-11	8	0	-12
CCCCN(CCCNC(=O)c1ccc(CS(=O)(=O)c2ccc(OC)cc2)o1)Cc1ccccc1	-1	10	2	7	0	-4	35	-2
O=C1N=C(N2CCOCC2)S/C1=C/c1ccc(-c2ccc(F)cc2)o1	-11	-10	18	-7	5	-10	28	15
CC1CCc2sc3ncnc(N4CCN(C)CC4)c3c2C1 (configuration not stated)	-8	-12	-19	-2	-6	-8	27	3
CC(=O)c1ccc(N2CCN(C(=O)CCS(=O)(=O)c3ccc4c(c3)NC(=O)CS4)CC2)cc1	11	1	2	-8	-4	2	3	6
Cc1cc(N2CCOCC2)nc(SCC(=O)c2ccccc2)n1	8	-12	-49	0	-10	5	-42	4
Cc1noc(C)c1COC(=O)CCOc1ccccc1	-11	0	-8	-3	-2	-12	-6	4

3 structures out of the list, ordered by count of non-hydrogen atoms, ascending.
compound	SENP8 inh	Jurkat NFkB inh	697 NFkB inh	UBC13 polyUb	HKDC1 inhibitor	SENP7 block	Gli-Sufu block	Apaf1 inhib
COc1cccc(OC)c1C(=O)Nc1ccnn1C	-9	-8	-5	-2	-1	-7	2	-4
CC1CCc2sc3ncnc(N4CCN(C)CC4)c3c2C1 (configuration not stated)	-8	-12	-19	-2	-6	-8	27	3
O=c1c2ccccc2nc(-c2ccco2)n1CCCn1ccnc1	-3	3	-5	6	-10	1	3	-17

Later entries
compound	SENP8 inh	Jurkat NFkB inh	697 NFkB inh	UBC13 polyUb	HKDC1 inhibitor	SENP7 block	Gli-Sufu block	Apaf1 inhib
[N-]=[N+]=NC(c1ccccc1)c1nc2ccccc2[nH]c1=O (configuration not stated)	6	7	-6	2	1	0	8	8
Cc1ccc(NC(=O)CN(C)CC(=O)Nc2c(C)cccc2C)c(Br)c1	0	10	-25	-9	-4	0	0	2
Cc1noc(C)c1CSCc1ccc(Cl)cc1	6	-12	16	2	8	7	-2	13
Cc1cc(C)c2oc(=O)cc(CN3CCOCC3)c2c1	0	-8	-11	4	-1	1	0	-4
C=CCN1C(=O)C(O)(CC(=O)c2ccc(N)cc2)c2ccccc21 (configuration not stated)	8	15	8	-7	3	-1	-4	-2
O=C(C1CCCO1)N1CCN(S(=O)(=O)c2cc(C(F)(F)F)ccc2Cl)CC1 (configuration not stated)	-6	-11	0	0	1	1	-7	30
COc1cc(/C=N\NC(=O)c2ccc(C)nc2)ccc1OC(=O)c1ccco1	4	0	3	-6	1	6	-17	-3
Cc1ccc(N(CC(=O)NC2CCCC2)C(=O)CCC(=O)Nc2nc(C)cs2)cc1	-5	-5	3	3	1	-3	3	13
CCOc1ccc(S(=O)(=O)N(C(=O)c2ccco2)c2cc3sc(=O)oc3c3ccccc23)cc1	-4	-9	-61	-34	30	-12	10	23
Cc1ccc(S(=O)(=O)N(CC(=O)N/N=C/c2cccc(C)c2)c2cccc3cccnc23)cc1	4	7	14	-2	-2	-2	-2	18
CC(C)CCNC(=O)c1ccc(Cl)c(NC(=O)Cc2ccccc2)c1	2	-14	-23	-1	·	6	·	7
CC(=O)Nc1ccccc1-c1ccc(C)o1	6	-5	6	0	-5	12	-9	-4
CC1(C)CC(=O)C/C(=N\NC(=O)C2C3CCCCC32)C1 (configuration not stated)	-4	1	-3	-24	-11	-6	-5	14
O=C(CSc1nnc(Nc2ccccc2F)s1)NC(=O)CN1CCCC1=O	33	0	9	9	-5	10	-4	-14
CC1CCCCC1NC(=O)CCCn1c(=S)[nH]c2ccccc2c1=O (configuration not stated)	-11	2	-1	-9	-5	-3	6	-1
Cc1cnc(C(=O)Nc2ccc(F)cc2)cn1	31	-43	-49	1	-7	58*	-61	-9
CSc1nc(C)cc(OCC(=O)N/N=C/c2ccccc2O)n1	-2	52*	-52	14	-23	-7	5	-3
COC(=O)C(C(=O)NCC1CCCO1)C1CCCC1 (configuration not stated)	-7	-11	4	-3	-3	-11	-4	-3
CN(CC(=O)Nc1cccc(F)c1)C(=O)COc1cccc2c1OC(C)(C)C2	6	17	1	3	-5	4	-10	14
CC(C)(C)NC(=O)N1CCN(c2ncccc2C(F)(F)F)CC1	1	-8	5	8	-1	-2	12	-13
CCN1CCN(C(=O)/C=C/c2ccc(OC)cc2)CC1	-2	-14	-32	-16	0	6	60*	3
Cc1ccc(F)cc1NC(=O)CCC(=O)c1cccs1	-2	5	12	-6	-5	4	0	1
CCC(C)(C)NC(=O)C(c1cccc(OC)c1)N(C(=O)c1ccn[nH]1)c1cccc(OC)c1 (configuration not stated)	-2	3	11	3	1	-3	5	7
CCOC(=O)C(NS(=O)(=O)c1ccccc1)(C(F)(F)F)P(=O)(OC(C)C)OC(C)C (configuration not stated)	-3	-31	-32	-4	-8	2	5	2
Cc1cc(C(=O)OCC(=O)Nc2cccc(S(N)(=O)=O)c2)c(C)o1	2	8	10	3	0	7	-3	5

The listing continues.
compound	SENP8 inh	Jurkat NFkB inh	697 NFkB inh	UBC13 polyUb	HKDC1 inhibitor	SENP7 block	Gli-Sufu block	Apaf1 inhib
COc1ccccc1/C=C/C=N/n1c(-c2cc(C)[nH]n2)n[nH]c1=S	-6	-2	-6	-15	-3	-3	-9	2
Cc1cc(NS(=O)(=O)c2ccc(NC(=O)COc3c(C)cc(Br)cc3C)cc2)no1	-2	6	11	-2	-5	0	1	18
CCCn1nnc(NC(=O)C(c2ccccc2)c2ccccc2)n1	6	8	-6	-1	1	1	-7	10
C=CCn1c(SCC(=O)NC(=O)NCCC)nnc1C1CCCCC1	-1	1	4	5	-7	1	6	1
COc1ccc(-c2cc(CCCC(=O)N3CCN(c4ccc(OC)cc4)CC3)no2)cc1	-5	1	-14	1	-1	-5	5	15
Cc1cc(NC(=O)CN2C(=O)/C(=C/c3ccccc3F)SC2=S)no1	1	14	-3	-13	-4	-2	3	10
CC(CC(=O)Nc1nnc(CC(C)(C)C)s1)c1ccccc1 (configuration not stated)	-9	-3	-3	7	-7	-3	-8	13
O=c1cc(C(F)(F)F)nc(SC/C=C/c2ccccc2)[nH]1	-10	10	3	-4	4	3	12	5
CC(=O)c1ccc(NC(=O)NNS(=O)(=O)c2ccc([N+](=O)[O-])cc2)cc1	-2	-5	11	-13	-2	-2	-5	6
COC(=O)/C(=C/c1c[nH]c2ccccc12)NC(C)=O	6	-14	-2	-7	-11	6	0	-3
Cc1sc2ncnc(NCC3CCCO3)c2c1C (configuration not stated)	3	13	6	4	-5	3	22	2
CN(C)c1cccc(C(=O)Nc2cccc(S(=O)(=O)NC3=NCCC3)c2)c1	-8	-9	-52	3	-3	-1	-32	4
CC(C)NCC(O)COCCOc1ccc(Br)cc1 (configuration not stated)	0	6	-7	4	-6	3	20	0
CCCNC(=O)COc1coc(CN2CCN(Cc3ccccc3)CC2)cc1=O	-3	13	4	-9	-4	3	7	2
CCc1nnc(NC(=O)c2cnccn2)s1	-1	-5	12	-12	-3	9	0	-1
Cc1ccc([N+](=O)[O-])cc1NC(=O)c1ccc2c(c1)OCO2	-9	-12	-6	-44	-2	-4	-7	-13
Cc1nnc(SCC(=O)Nc2ccc(S(=O)(=O)N3CCCC3)cc2)n1N	-7	-8	-13	-4	-3	-8	-2	4
COc1ccc(N2C(=O)c3ccccc3NC2c2ccc(NC(C)=O)cc2)c(OC)c1 (configuration not stated)	-4	-5	3	15	-7	3	15	7
Cc1nn(C)c(C)c1CN(C(=O)C1CCC(=O)N(C2CCCCCC2)C1)C(C)C (configuration not stated)	-5	-10	-13	-7	1	13	20	-7
CSc1ccc(C2(O)Cc3cccc[n+]3C2c2ccccc2)cc1 (configuration not stated)	6	3	-1	0	-1	6	56*	-12
CCOC(=O)[C@H]1[C@H]2COc3cc(OC)ccc3[C@@H]2N2C(=O)c3ccc(C)cc3NC(=O)[C@@]12C	0	10	33	8	-3	-11	-17	11
CCOC(=O)COc1c(/C=N\O)cc(Cl)cc1OC	-2	6	0	7	-9	-5	-6	-6
CCn1c(CN2CCN(C(=O)c3ccco3)CC2)nc2c1c(=O)n(C)c(=O)n2C	0	-11	3	5	8	6	0	14
Cc1ccc(-c2cc(C(=O)N/N=C\c3cnn(C)c3C)c3ccccc3n2)cc1C	-3	4	4	16	3	-5	-15	11
Cc1ccc(NC2CCCN(C(=O)c3ccccc3-c3ncc[nH]3)C2)cc1C (configuration not stated)	2	-3	-4	0	-1	-3	6	3
Clc1ccc2nncn2n1	-3	16	14	2	-8	-2	-8	-2
CCOC(=O)c1cc(C)nc(N2CCCCC2)c1C#N	8	15	4	7	-1	3	2	-11
Cc1ccc(C(C)C)c(OCC(=O)Nn2c(C)nc3ccccc3c2=O)c1	-2	5	7	1	-4	-3	-3	2

Printed as active in SENP7 block (from the list above):
| compound | Jurkat NFkB inh | 697 NFkB inh | UBC13 polyUb | HKDC1 inhibitor | SENP7 block |
| --- | --- | --- | --- | --- | --- |
| COc1cc2c(C#N)c(N3CCCC3)nc(N)c2c(N)n1 | 10&-13 | 27&8 | -27&8 | 26&10 | 73*! |
| Cc1cnc(C(=O)Nc2ccc(F)cc2)cn1 | -43 | -49 | 1 | -7 | 58* |
